HMGR II inh – inhibitors of class II HMG-CoA reductase from Enterococcus faecalis | 190,000 compounds, 0.41% hits | purified E. faecalis HMGR, NADPH absorbance 340 nm kinetic | AID 1066 | inhibition, % at 10 µM;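 active = inhibition above a set limit, the median over all tested compounds plus 3 SD, cut at about 9.5% in these data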;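 also: enzyme runs in reverse so mevalonate oxidation gives rising NADPH absorbance; 0% = complete reaction with DMSO and 100% = background rate lacking mevalonate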
APP 5UTR inh – APP translation inhibition. inhibition, % at 2 µM. AID 1285. 190,000 compounds, 0.82% hits. SH-SY5Y APP 5'UTR-luciferase reporter, luminescence;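 active = inhibition above a set limit, derived from the sample mean plus 3 SD, cut at about 45% in these data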; also: values of inactives mirror those of a sister screen read the other way
Redox H2O2 prof – compounds producing H2O2 with reducing agent – biochemical, NIH compound library profiling, artefact control for MLSCN library redox annotation, primary screen | DTT-dependent redox cycling H2O2, phenol red/HRP absorbance; 100% = 100 µM peroxide control, 0% = buffer | activation, % at 10 µM | 200,000 compounds, 0.03% hits;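 active = activation of at least 50% relative to the plate's high and low controls in the primary single-dose screen; inactive = activation below 50%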;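 also: compound incubated with DTT at 0.8 mM final as the reducing agent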
FLuc act counter – affects firefly luciferase, flagging false hits in luciferase stimulation screens. P08659. ATPlite luciferase biochemical, luminescence, 10 min; 0 = ATP-free wells, 1 = DMSO control. activation factor at 10 µM. 200,000 tested, under 10 active. AID 1027;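 active = luciferase activation factor, scaled between plate controls, of at least 2 with compound at 10 µM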
Target sequence (P08659 whole entry, looked up): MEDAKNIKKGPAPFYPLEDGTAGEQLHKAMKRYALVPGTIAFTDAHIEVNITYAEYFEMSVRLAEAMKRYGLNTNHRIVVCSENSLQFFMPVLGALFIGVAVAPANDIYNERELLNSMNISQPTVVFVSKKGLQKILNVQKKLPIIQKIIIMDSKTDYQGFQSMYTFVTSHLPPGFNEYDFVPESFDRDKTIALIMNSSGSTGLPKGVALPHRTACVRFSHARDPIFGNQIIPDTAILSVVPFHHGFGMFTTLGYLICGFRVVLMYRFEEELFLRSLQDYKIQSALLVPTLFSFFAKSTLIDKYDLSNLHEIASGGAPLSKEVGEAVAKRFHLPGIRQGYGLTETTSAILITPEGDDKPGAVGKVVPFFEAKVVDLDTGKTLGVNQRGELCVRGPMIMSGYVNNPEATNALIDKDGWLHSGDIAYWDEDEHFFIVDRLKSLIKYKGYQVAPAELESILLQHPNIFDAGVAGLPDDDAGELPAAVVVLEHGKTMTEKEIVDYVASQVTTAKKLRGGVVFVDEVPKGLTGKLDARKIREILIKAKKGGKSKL
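Material: Luciferase/luciferin reagent mix | Doses: Test compounds dosed from 2 mM stocks in 100% DMSO | Timing: 10 min incubation after luciferase reagent addition, room temperature | Measured by: Luminescence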
STAT1 activator – STAT1 signaling activation | activation (% of control), % at 5.5 µM | 200,000 compounds, 2.6% hits | NIH 3T3 STAT1-luciferase reporter, IFN-gamma, luminescence; 100% = IFN-gamma alone, no compound;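 active = activation above the screen-wide mean activation plus 3 SD, cut at about 130% in these data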;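 also: raw ratio to IFN-gamma control signal so 100% means no change and 0% no light; values of inactives mirror those of a sister screen read the other way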
NF-kB expr up – NF-kB expression increase, human neuronal cells | 190,000 compounds, 1.6% hits | fold change at 12.5 µM | NF-kB reporter expression; stronger effect = higher value; in the data active = fold change above about 3.3
APP 5'UTR act – activates APP 5'UTR luciferase reporter; SH-SY5Y APP 5'UTR luciferase reporter, luminescence; zero percent = DMSO vehicle wells; activation, % at 2 µM; 190,000 compounds, 1% hits;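 active = activation above a set limit, based on mean plus 3 SD of controls, cut at about 140% in these data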; also: values of inactives mirror those of a sister screen read the other way
Hsp70 activator – switches on Hsp70 transcription; HeLa Hsp70 promoter luciferase reporter, luminescence; scaled: vehicle 0, proteasome-inhibitor control 100%; activation, % at 10 µM; 200,000 compounds, 0.04% hits; AID 1203;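 active = activation above the mean across all tested compounds plus 3 SD, cutoff set per campaign, cut at about 5.5% in these data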;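 also: 100% = MG132 at 30 µM as the positive control and 0% = DMSO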
FLuc inhib CS – counter-screen for luciferase assay inhibitors: firefly luciferase inhibition; P08659; ATPLite firefly luciferase biochemical luminescence, 10 min; inhibition, % at 10 µM; 200,000 compounds, 1.5% hits; AID 1006;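 active = inhibition above about 50% when tested at 10 µM, limit read from the data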
G6PDH counter – L. mesenteroides G6PDH inhibition counter-screen. Purified L. mesenteroides G6PDH, diaphorase/resazurin coupled fluorescence, 45 min. inhibition, % at 5 µM. 200,000 compounds, 0.12% hits; in the data active = inhibition above about 50%
* hit, by the source's call; · = not tested or not shown.

SMILES	HMGR II inh	APP 5UTR inh	Redox H2O2 prof	FLuc act counter	STAT1 activator	NF-kB expr up	APP 5'UTR act	Hsp70 activator	FLuc inhib CS	G6PDH counter
Cc1cc(C)c(-c2cc(NC(=O)COC(=O)c3ccc(C#N)cc3)n(-c3ccccc3)n2)cc1C	2.6	·	0.0	1.1	102.8	1.06	·	-0.2	-8.3	0.2
CCOC(=O)c1[nH]c(C)c(C(=O)NC2CCN(C(=O)OCC)CC2)c1C	-1.2	-0.3	-2.6	1	98.0	1.04	0.3	-0.1	-2.9	11.2
Cc1ccc(C2CC(C(F)(F)F)n3nc(C(=O)NCC4CCCO4)cc3N2)cc1 (centres undefined)	-0.8	-3.7	3.2	1.1	111.8	1.12	3.7	-0.4	-5.8	2.6
Cn1c(=O)c2c(nc(CN3CCN(Cc4ccccc4)CC3)n2Cc2ccc(F)cc2)n(C)c1=O	1.6	-3.1	0.2	1.1	94.7	0.84	3.1	-0.4	-7.9	-22.4
COc1ccccc1N1C(=O)CC(Nc2ccc(N3CCOCC3)cc2)C1=O (centres undefined)	-0.8	5.9	-2.7	1	96.9	1.02	-5.9	0.2	1.0	-0.7
C[N+]1(CC(=O)NNc2c3ccccc3nc3ccccc23)CCOCC1	-2.6	-16.6	0.6	1	100.9	1.34	16.6	-0.3	-0.1	-4.1
CC1(C)CC(=O)C2=C(C1)OC1=C(C2)C(=O)CC(C)(C)C1	4.1	-3.6	0.0	1.1	104.9	1.24	3.6	-0.3	-6.3	3.7
COc1ccccc1NC(=O)c1ccc(NC(=O)COC(=O)CC(NC(=O)c2ccccc2Cl)c2ccccc2)cc1 (centres undefined)	-2.2	-5.7	0.1	1.1	99.7	0.81	5.7	0.1	-9.3	9.0
O=C(Cn1ncc2c(=O)oc3ccccc3c21)NCCCN1CCCC1=O	-0.8	-7.7	-0.5	1.1	96.6	1.02	7.7	-0.2	-5.9	18.4
CCCCCCn1c(N2CCN(c3ccccc3)CC2)nc2c1c(=O)[nH]c(=O)n2C	-1.3	0.9	-2.1	1	99.5	0.91	-0.9	-0.1	-3.1	8.2
O=C(NCCN1CCOCC1)C1CCN(c2nc3ccccc3o2)CC1	-3.1	-3.3	-0.2	1.1	103.7	1.26	3.3	-0.1	-5.6	2.4
CC(C)C(=O)NC(Nc1cc(C(F)(F)F)ccc1Cl)C(Cl)(Cl)Cl (centres undefined)	-2.0	-6.3	-0.5	1	97.7	1.39	6.3	0.0	-3.0	-8.1
COc1ccc(Oc2c(C)oc3c(CN4CCOCC4)c(O)ccc3c2=O)cc1	-6.9	8.7	2.4	1.1	102.5	1.02	-8.7	-0.1	-11.4	3.5
COc1ccc(Cn2nnnc2C(c2cccs2)N2CCN(c3ccc([N+](=O)[O-])cc3)CC2)cc1 (centres undefined)	-6.4	8.3	5.7	1.1	96.3	0.85	-8.3	0.2	-5.8	-40.1
COc1ccc(C(=O)N2CCN(C(=O)Cc3ccccc3)CC2)cc1	-1.7	-1.8	-1.8	1	98.8	·	1.8	-0.1	-0.6	4.6
N#Cc1c2c(c(-c3ccccc3Cl)[nH]c1=S)CCCC2	24.1*	10.8	-0.3	1	95.4	1.11	-10.8	0.1	-3.9	-2.4
COc1ccc(/C=C2\CCC(C3CCCC3)C2=O)cc1Cn1nc(C)cc1C (centres undefined)	0.0	-0.1	-0.2	1	96.9	1.21	0.1	-0.3	-1.8	-7.0
CCOCCn1c(=NC(=O)c2cc(Cl)sc2Cl)sc2cc(S(N)(=O)=O)ccc21	-3.8	8.9	-0.2	1	98.7	0.77	-8.9	0.1	-4.3	8.1
O=C(Nc1ccc2c(c1)OCCO2)c1ccc2nccnc2c1	·	-165.3	-0.1	0.2	125.3	·	165.3*	-0.5	80.1*	-1.3
CCOc1cccc(C(=O)NC(=S)Nc2ccc(N3CCN(CC)CC3)cc2)c1	-0.3	-17.8	0.1	1	90.3	0.97	17.8	-0.2	-2.0	10.5
COc1ccc(NC(=O)CC2SC(=NCC3CCCO3)NC2=O)c([N+](=O)[O-])c1 (centres undefined)	-4.6	-7.2	-0.4	1.1	101.9	·	7.2	-0.1	-6.0	3.2
CC1(C)CC(NC(=O)C23CCC(C)(C(=O)C2)C3(C)C)CC(C)(C)N1 (centres undefined)	-2.0	2.1	3.5	1	94.4	1.27	-2.1	-0.4	-2.4	-3.0
COc1ccc(CCN(Cc2ccccn2)C(=S)Nc2ccc(C)cc2)cc1OC	-6.8	-0.2	-2.1	1.1	93.1	1.29	0.2	-0.2	-8.7	4.0
COCCSc1ccccc1C(=O)N1CCN(Cc2ccccc2)CC1	-0.1	14.2	-0.5	1.1	100.2	1.09	-14.2	-0.3	-5.9	7.3
CCOc1cc(NC(=O)c2ccccc2C)c(OCC)cc1NC(=O)C1=Cc2ccccc2OC1	2.2	2.9	-1.1	1.1	99.1	0.98	-2.9	-0.2	-6.5	-60.0
C/C(=N/NC(=O)c1cnccn1)c1cccs1	-1.9	-27.2	0.1	0.6	135.1*	1.96	27.2	-0.4	39.0	0.2
O=C(Cc1ccccc1[N+](=O)[O-])Nc1ccccc1C(=O)N1CCCC1	-3.6	-6.0	-1.0	1	94.5	1.19	6.0	-0.3	-3.8	5.7
O=C(Nc1cccc(C(=O)O)c1)/C(=C\c1ccccc1)NC(=O)c1cccc2ccccc12	-0.2	-21.1	-0.5	1	95.1	·	21.1	-0.1	4.2	13.3
COC(=O)c1cc(OC)c(OC)cc1NC(=S)N1CCN(C)CC1	-6.3	-7.1	-4.9	1	83.3	0.93	7.1	-0.1	-3.4	4.0
COCCNC(=O)NC(=O)COC(=O)C1(c2ccc(Cl)cc2)CC1	0.6	12.1	0.2	1.1	97.5	1.18	-12.1	-0.1	-9.8	5.1

Compound profiles, as listed above. Screens in order: HMGR II inh, APP 5UTR inh, Redox H2O2 prof, FLuc act counter, STAT1 activator, NF-kB expr up, APP 5'UTR act, Hsp70 activator, FLuc inhib CS, G6PDH counter
O=C(NCCN1CCOCC1)C1CCN(c2nc3ccccc3o2)CC1 in the list: -3.1, -3.3, -0.2, 1.1, 103.7, 1.26, 3.3, -0.1, -5.6, 2.4
Cc1cc(C)c(-c2cc(NC(=O)COC(=O)c3ccc(C#N)cc3)n(-c3ccccc3)n2)cc1C in the list: 2.6, ·, 0.0, 1.1, 102.8, 1.06, ·, -0.2, -8.3, 0.2
COc1ccc(CCN(Cc2ccccn2)C(=S)Nc2ccc(C)cc2)cc1OC in the list: -6.8, -0.2, -2.1, 1.1, 93.1, 1.29, 0.2, -0.2, -8.7, 4.0
COCCNC(=O)NC(=O)COC(=O)C1(c2ccc(Cl)cc2)CC1 in the list: 0.6, 12.1, 0.2, 1.1, 97.5, 1.18, -12.1, -0.1, -9.8, 5.1
CCOc1cc(NC(=O)c2ccccc2C)c(OCC)cc1NC(=O)C1=Cc2ccccc2OC1 in the list: 2.2, 2.9, -1.1, 1.1, 99.1, 0.98, -2.9, -0.2, -6.5, -60.0

Continuation:
SMILES	HMGR II inh	APP 5UTR inh	Redox H2O2 prof	FLuc act counter	STAT1 activator	NF-kB expr up	APP 5'UTR act	Hsp70 activator	FLuc inhib CS	G6PDH counter
CCC(NC(=O)Nn1cnnc1)(C(F)(F)F)C(F)(F)F	2.3	-2.1	3.3	1	100.7	1.37	2.1	0.2	-2.9	4.5
COc1ccc(/C=N/Nc2nc(=O)[nH]nc2C)cc1[N+](=O)[O-]	-8.1	-6.4	0.1	0.9	119.6	1.33	6.4	-0.1	9.7	3.0
CCN(CC)CCNC(=O)C1c2cc(OC)c(OC)cc2C(=O)N2CCc3ccccc3C12 (centres undefined)	0.1	11.3	-3.2	1	99.8	1.1	-11.3	-0.4	-2.8	4.4
Cc1cc(C(=O)N2CCN(C/C=C/c3ccccc3)CC2)cs1	-3.3	-16.4	3.1	1	98.3	0.94	16.4	-0.3	-3.3	1.1
CCCn1c(N)c(C(=O)CSc2nnc(C3CC3)n2Cc2ccccc2)c(=O)[nH]c1=O	-1.6	-13.5	0.3	1.1	90.2	0.9	13.5	-0.4	-7.0	9.5
Cc1ccc(NC(=O)C[n+]2ccn(C3=C([O-])c4ccccc4C3=O)c2)cc1	0.3	-15.3	-2.1	1	93.2	1.53	15.3	1.3	-0.1	-7.2
CC1CCCCN1CC(=O)Nc1ccccc1Sc1ccccc1 (centres undefined)	-0.6	3.1	0.3	1.2	98.9	1.03	-3.1	-0.2	-17.1	-1.2
CCCSc1nc2c(cnn2-c2ccc(F)cc2)c(=O)[nH]1	3.3	2.2	-0.1	1.1	105.7	0.96	-2.2	0.0	-5.5	-21.5
COc1ccc2c(c1)C(C)CC(C)(C)N2C(=O)NC1CCCCC1 (centres undefined)	0.6	-30.2	0.1	1	100.1	2.22	30.2	-0.3	-1.4	-1.0
Cc1ccc(C(=O)Nc2nc3nc(-c4ccccc4)cc(=O)n3[nH]2)cc1	-0.7	-6.9	0.0	1	92.2	1.16	6.9	0.1	-4.2	-1.6
COc1cc(C2SCC(=O)N2c2nnc(C34CC5CC(CC(C5)C3)C4)s2)cc(OC)c1OC (centres undefined)	1.0	9.4	-1.2	1	98.6	1.22	-9.4	-0.3	-2.8	9.5

Screening results from PubChem BioAssay.
